KinaseGlo FLuc = Counterscreen for Luciferase (Kinase-Glo TM) Inhibition | Potency, µM (titrated, usually from 38.3 µM), for inactives: at the top dose activity change, negative = inhibition, most hits filed as inhibitors | Luciferin 4-monooxygenase (Photuris pensylvanica), Q27757 | AID 1379, 2008 | Kinase-Glo luciferase, ATP luminescence, 8 min | actives 0.28% (n = 200,000); further: potency means the concentration at half of the fitted maximal effect; on the % scale 0 is the no-effect control and ±100 the full control effect; nearly all actives have a fitted effect of over 60% in size
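Compound is pinned into ATP-containing buffer (10 uM ATP, imidazole pH 7.2, 7 mM MgCl2). Kinase-Glo luciferase reagent is then added. Light output is recorded following an 8-min room-temperature incubation.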
L3MBTL1 inh = qHTS Assay for the Inhibitors of L3MBTL1 | AlphaScreen L3MBTL1–H3K9me1 peptide binding | Potency, µM (highest dose often 57.1 µM), without a hit: at the top dose activity, negative = inhibition, hits mostly inhibitors | AID 485360, 2010 | actives 0.66% (n = 230,000); further: potency means the concentration at half of the fitted maximal effect; on the % scale 0 is the no-effect control and ±100 the full control effect; nearly all actives have a fitted effect of over 60% in size
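L3MBTL1 (50 nM) pre-complexed 30 min with biotinylated H3(1-15)K9me1 peptide (75 nM), then compounds added for 30 min at room temperature; AlphaScreen streptavidin donor/nickel chelate acceptor beads (10 ug/mL final) read after 30 min dark incubation.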
Epigenetic derep = Quantitative High-Throughput Screen for Regulators of Epigenetic Control; Potency, µM (series often up to 53.9 µM), inactives show at the top dose GFP activation, hits mostly activators; murine LDR cells, GFP reporter derepression, 30 h; actives 0.2% (n = 280,000); further: potency means the concentration at half of the fitted maximal effect; % of control where 0% means no effect; nearly all actives have a fitted effect of over 60% in size
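Readout is the number of GFP-expressing murine LDR cells, counted by cytometry following washing. Cells were treated with compound for 30 h at 37 C; the stably integrated CMV-GFP locus is normally silent.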
IMPase Li cell = qHTS Assay for Identifying the Cell-Membrane Permeable IMPase Inhibitors: Potentiation with Lithium | AID 1457, 2008 | actives 0.35% (n = 210,000) | CHO-M1 cells, IP1 TR-FRET (IP-One), carbachol + lithium | Potency, µM (series often up to 59.4 µM), without a hit: at the top dose activity, negative = IMPase inhibition, usual class: inhibitors;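 further: IP1 builds up when IMPase is blocked and the TR-FRET signal falls; potency means the concentration at half of the fitted maximal effect; plate controls were basal vehicle for no effect and high inhibitor control for full effect; nearly all actives have a fitted effect of over 50% in size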
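Steps: plate 2000 CHO-M1 cells per well and culture 16–30 h; add compound and lithium; incubate 30 min, 37C; add d2-IP1 tracer and Eu cryptate anti-IP1 antibody in lysis buffer; read after 10 min at room temperature.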
NPSR antag = qHTS Assay for Antagonists of the Neuropeptide S Receptor: cAMP Signal Transduction. Q6W5P4. CHO-NPSR cells, cAMP TR-FRET, antagonist mode. Potency, µM (top dose mostly 38.3 µM), without a hit: top-dose activity change, negative = inhibition, usual class: inhibitors. actives 1% (n = 220,000); further: potency means the concentration at half of the fitted maximal effect; on the % scale 0 is the no-effect control and ±100 the full control effect; nearly all actives have a fitted effect of over 50% in size; many of its hits are not listed in these tables
Target sequence (Q6W5P4 whole entry, looked up): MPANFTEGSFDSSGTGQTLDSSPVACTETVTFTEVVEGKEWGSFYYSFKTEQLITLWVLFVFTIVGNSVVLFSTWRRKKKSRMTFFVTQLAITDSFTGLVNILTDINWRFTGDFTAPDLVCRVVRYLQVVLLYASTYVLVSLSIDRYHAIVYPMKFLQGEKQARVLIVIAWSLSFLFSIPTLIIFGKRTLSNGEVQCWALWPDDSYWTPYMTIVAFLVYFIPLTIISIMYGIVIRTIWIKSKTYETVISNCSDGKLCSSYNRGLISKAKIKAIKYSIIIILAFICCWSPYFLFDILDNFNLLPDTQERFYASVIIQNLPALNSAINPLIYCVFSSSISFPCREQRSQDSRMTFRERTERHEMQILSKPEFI
HTT aggregate = qHTS Multiplex Assay to Identify Dual Action Probes in a Cell Model of Huntington: Aggregate Formation (GFP) | AID 1688, 2009 | PC12 HttQ103-GFP aggregates, Acumen cytometry, 40 h | actives 1.1% (n = 220,000) | Potency, µM (top dose mostly 46.1 µM), for the others: at the highest dose activity change, negative = inhibition, most hits filed as inhibitors; further: potency means the concentration at half of the fitted maximal effect; on the % scale 0 is the no-effect control and ±100 the full control effect; nearly all actives have a fitted effect of over 60% in size
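Read-out: GFP aggregate count by laser scanning cytometer (488 nm excitation, 500-530 nm emission, 1–25 µm objects >6 SD above background). Cells: PC12, inducible HTTex1-Q103-GFP, 100 nM tebufenozide; compounds titrated.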
CBFb RUNX1 block = qHTS Assay for Compounds Blocking the Interaction Between CBF-beta and RUNX1 for the Treatment of Acute Myeloid Leukemia; Runt-related transcription factor 1 (Homo sapiens) + Core-binding factor subunit beta …; AlphaScreen CBFb-His/RUNX1-biotin binding, biochemical; Potency, µM (top dose mostly 59.8 µM), inactives show at the top dose activity, negative = inhibition, most hits filed as inhibitors; 230,000 tested, under 10 active; AID 1477, 2009; further: % of control where 0% means no effect
Target sequence (Q01196 whole entry, looked up): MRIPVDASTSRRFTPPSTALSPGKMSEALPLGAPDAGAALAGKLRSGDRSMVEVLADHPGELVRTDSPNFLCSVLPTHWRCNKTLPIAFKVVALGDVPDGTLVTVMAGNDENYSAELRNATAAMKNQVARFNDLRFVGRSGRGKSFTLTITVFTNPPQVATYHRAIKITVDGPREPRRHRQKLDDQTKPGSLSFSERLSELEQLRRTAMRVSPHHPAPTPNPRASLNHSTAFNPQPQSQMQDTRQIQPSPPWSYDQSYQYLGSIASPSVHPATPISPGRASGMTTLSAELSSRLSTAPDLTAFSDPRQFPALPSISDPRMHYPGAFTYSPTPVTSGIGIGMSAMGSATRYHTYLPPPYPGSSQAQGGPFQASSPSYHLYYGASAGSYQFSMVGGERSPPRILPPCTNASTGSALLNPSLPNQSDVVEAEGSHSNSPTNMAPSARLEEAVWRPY
Target sequence (Q13951 whole entry, looked up): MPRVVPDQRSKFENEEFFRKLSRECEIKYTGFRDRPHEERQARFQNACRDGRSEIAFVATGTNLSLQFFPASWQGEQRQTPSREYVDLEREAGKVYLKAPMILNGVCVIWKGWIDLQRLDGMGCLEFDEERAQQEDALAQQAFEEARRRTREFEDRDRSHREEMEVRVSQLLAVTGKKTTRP
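Bead-based AlphaScreen assay; binding partners His-tagged CBF-beta and biotinylated RUNX1 at 30 nM each. Compound exposure 15 min after a 20-min protein preincubation; bead step 90 min; all steps at room temperature.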
* hit, by the source's call; ? = inconclusive; / = no result given; [ ] = dose if it differs, or a comment. The call rests on the fitted dose curve; in most records, active means well fitted curve in the direction sought with a large enough effect; inconclusive means small, poorly fitted or top-dose-only effect, or another doubt; inactive means no such curve, though single readings can be large; an effect the other way counts as inactive or inconclusive. These rows are one share of the data; rates above refer to the full screens.

cpd	Structure	KinaseGlo FLuc	L3MBTL1 inh	Epigenetic derep	IMPase Li cell	NPSR antag	HTT aggregate	CBFb RUNX1 block
1	Oc1ccc(C2C=C(c3ccc(F)cc3)Nc3ncnn32)cc1 (configuration not stated)	/	5%	1.1%	/	-15%	2%[9.22 µM]	8%
2	COc1ccc(/C(N)=N/OC(=O)c2cccs2)cc1OC	-4%	0%	-1.1%	4%	-13%	5%[9.22 µM]	4%
3	CC1CCN(C(=S)NCCc2ccccc2)CC1	-2%	/	-0.7%	27%[38.3 µM]	-17%[46.1 µM]	-11%	8%
4	CC(OC(=O)C1COc2ccccc2O1)C(=O)N(C)c1ccccc1 (configuration not stated)	1%	5%	1.1%	-2%	-1%	4%	1%
5	O=C1C2=C(CCCC2)C(=O)N1c1cccc(OCCBr)c1	0%	9%	3.4%	0%	13%	7%	6%
6	N#Cc1c(N)nc(SCC(=O)OCc2ccccc2)c(C#N)c1-c1ccco1	-1%	3%	0.0%	12%[38.3 µM]	-19%[46.1 µM]	-12%	1%
7	COc1ccc(OC)c(/C=N/NC(=O)CNC(=O)c2ccc(S(=O)(=O)N3CCOCC3)cc2)c1	-4%	2%	0.0%	1%	-4%	5%	11%
8	Cc1ccccc1-n1c(C)nnc1SCC(=O)N(C)C1CCS(=O)(=O)C1 (configuration not stated)	1%	-6%	-1.1%	4%	15%	17%	15%
9	CC(C)C(=O)NC(C)C(c1cccs1)N1CCN(C)CC1 (configuration not stated)	-3%	-6%	8.4%	2%[38.3 µM]	-7%[46.1 µM]	-19%	4%
10	COCC(C)NCC(=O)NC(C)CCc1ccccc1 (configuration not stated)	-2%	8%	0.0%	9%	17%	-6%	9%

Nos. 9 to 10 of the list above:
cpd	Structure	KinaseGlo FLuc	L3MBTL1 inh	Epigenetic derep	IMPase Li cell	NPSR antag	HTT aggregate	CBFb RUNX1 block
9	CC(C)C(=O)NC(C)C(c1cccs1)N1CCN(C)CC1 (configuration not stated)	-3%	-6%	8.4%	2%[38.3 µM]	-7%[46.1 µM]	-19%	4%
10	COCC(C)NCC(=O)NC(C)CCc1ccccc1 (configuration not stated)	-2%	8%	0.0%	9%	17%	-6%	9%

Further results
cpd	Structure	KinaseGlo FLuc	L3MBTL1 inh	Epigenetic derep	IMPase Li cell	NPSR antag	HTT aggregate	CBFb RUNX1 block
11	CCC(C(=O)O/N=C(\N)c1ccc(C)cc1)c1ccccc1 (configuration not stated)	-4%	/	-0.1%	38%[38.3 µM]	-9%[46.1 µM]	-7%	?
12	CC(=O)Nc1ccc(Nc2cc(-c3ccccc3)nc3ncnn23)cc1	5%	7%	0.2%	-2%	32%	7%[9.22 µM]	-2%
13	N#CCCn1cc(/C=N/O)c(-c2ccc(Cl)cc2)n1	-3%	38%[activator]	0.1%	-11%[38.3 µM]	2%[46.1 µM]	-2%	-2%
14	OC(CNC1CCCc2ccccc21)COc1ccc2ccccc2c1 (configuration not stated)	1%	-1%	-3.8%	-10%	-4%	-1%	-4%
15	CN(C)CC(C)(C)CNC(=S)Nc1ccc(S(=O)(=O)N2CCOCC2)cc1	0%	0%	-1.8%	-2%	7%	17%	0%
16	CC(C)C(=O)NCCc1c[nH]c2ccccc12	-3%	-9%	1.0%	-8%	16%	22%	4%
17	COc1nc(N)nc(NC23CC4CC(CC(C4)C2)C3)n1	-3%	-2%	-11%	8%[38.3 µM]	-11%[46.1 µM]	?	13%
18	Cc1cc(C)cc(N(CC(=O)O)S(=O)(=O)c2c(C)noc2C)c1	-3%	/	-1.0%	0%[38.3 µM]	-8%[46.1 µM]	-5%	4%
19	O=C(Cn1c(C(=O)NCCCN2CCOCC2)cc2sccc21)c1ccccc1	-2%	/	-2.4%	-2%[38.3 µM]	-10%[46.1 µM]	15%	1%
20	Cc1cc(C(=O)N(C)CC(=O)Nc2ccccc2C(F)(F)F)c(C)o1	0%	5%	-2.4%	11%[38.3 µM]	0%[46.1 µM]	15%	7%
21	CCCCC(=O)Nc1cccc(NC(=O)c2ccc(Br)o2)c1	-11%	/	1.0%	30%[activator][38.3 µM]	0%[46.1 µM]	25%	1%
22	CC(=O)Nc1cccc(/C(C)=N/NC(=O)c2cccs2)c1	1%	0%	-1.1%	1%	8%	2%	-2%
23	COc1ccccc1N(CC(=O)Nc1c(C)n(C)n(-c2ccccc2)c1=O)S(=O)(=O)c1ccc(C)cc1	/	/	-0.4%	-14%	-12%	-9%	3%
24	CCCCCC/C(=N\NS(C)(=O)=O)c1ccccc1	3%	/	1.4%	16%[38.3 µM]	-10%[46.1 µM]	5%	6%
25	NS(=O)(=O)c1ccc(CCNC(=O)C2CCCN2C(=O)OCc2ccccc2)cc1 (configuration not stated)	-6%	5%	-2.6%	-28%[38.3 µM]	-9%[46.1 µM]	1%	-3%
26	Cc1cc(NC(=O)CSc2ccc3nnc(-c4cccnc4)n3n2)no1	5%	/	-1.0%	-7%[38.3 µM]	-1%[46.1 µM]	4%	0%
27	COc1ccc(CN2CCN(CCCc3ccccc3)CC2)c(OC)c1	-2%	/	0.2%	10%	1%	-7%	-7%
28	Clc1ccc(CN2C3=NCCN3c3ccccc32)cc1Cl	/	1%	-3.3%	/	1%[46.1 µM]	-10%	-1%
29	O=C(NNS(=O)(=O)c1ccc(Cl)cc1)c1cc(-c2ccccc2)nc2ccccc12	-2%	9%	-0.8%	1%	-7%	26%	4%
30	Cc1onc(-c2ccccc2)c1C(=O)N1CCOC12CCN(c1cccc(F)n1)CC2	0%	14%	-3.7%	6%	-41%	-12%	-25%
31	CC(C)=CCC/C(C)=C/C(N)=O	/	5%	-0.3%	/	-7%	4%[9.22 µM]	3%
32	COc1ccc(NC(=S)NC(NC(C)=O)C(Cl)(Cl)Cl)c([N+](=O)[O-])c1 (configuration not stated)	3%	3%	1.0%	5%	13%	-15%	0%
33	COc1ccccc1Nc1nc(N)nc(CSC(=S)N2CCC(C)CC2)n1	4%	-6%	0.0%	-5%	-24%[46.1 µM]	-22%	-4%
34	Fc1ccc2nc(Nc3ccccc3)sc2c1	-4%	0%	-2.2%	5%	9%	-14%	13%
35	C=C(C)CN(CC)CCC(=O)Nc1ccc(OC)cc1OC	2%	/	-3.2%	4%[38.3 µM]	-11%[46.1 µM]	7%	2%
36	COc1cc(N(C(=O)Cc2cccs2)C(C(=O)NC2CCCCC2)c2ccc(C)cc2)ccc1-n1cnnn1 (configuration not stated)	2%	-12%	?	4%	-20%	?	9%
37	Cc1c(/C=N\NC(=O)c2ccc(F)cc2)cnn1C	7%	-2%	-7.0%	-11%	4%	-14%	6%
38	COC(=O)C1=C(C(=O)OC)[C@@H]2N(C)c3ccc(OC)cc3[C@@]23C[C@@H](C(=O)OC)N(S(=O)(=O)c2cccs2)C3=N1	-2%[7.66 µM]	/	/	1%	/	/	3%[13.1 µM]
39	O=C(NCCN1CCCCC1)c1cc(OCC(F)(F)F)ccc1OCC(F)(F)F	-1%	4%	3.8%	4%[38.3 µM]	7%[46.1 µM]	3%	0%
40	CCC(Oc1ccc2c(c1)C(=O)CC(C)(C)O2)C(=O)NCCN1CCCCCC1 (configuration not stated)	0%	-4%	-1.1%	8%	5%[46.1 µM]	-30%	4%
41	CC1Cc2ccccc2N1C(=O)c1cnc2n(c1=O)CCS2 (configuration not stated)	-2%	/	0.5%	-5%[38.3 µM]	4%[46.1 µM]	-20%	0%
42	COC(=O)c1ccc(Oc2nc(NC(C)C)nc(SC)n2)cc1	-1%	3%[11.4 µM]	-2.1%	22%[38.3 µM]	-28%[46.1 µM]	12%	5%
43	N#Cc1ccc2ccn(CC(=O)NC3CCCCCC3)c2c1	-3%	/	4.0%	33%[38.3 µM]	-13%[46.1 µM]	-12%	4%
44	O=C(COc1ccc(Br)cc1Cl)c1ccc[nH]1	-1%	?	-1.1%	13%	-1%	-24%	-21%
45	O=C(CNc1n[nH]c(=O)[nH]c1=O)N/N=C/c1cccnc1	1%	1%	-1.0%	3%	20%	12%	-2%
46	CN(C)C(=O)Cn1c(SCC(=O)N2CCCc3ccccc32)nc2ccccc21	2%	1%	0.0%	-1%[38.3 µM]	-1%[46.1 µM]	-11%	1%
47	COc1cccc(NC(=O)Cc2c(C(=O)O)[nH]c3ccccc23)c1	-1%	2%	-1.1%	-1%[38.3 µM]	-4%[46.1 µM]	10%	-6%
48	COc1cccc(CNc2ccccc2O)c1OCc1ccccc1F	0%	?	-1.5%	10%	-58%	6%	?
49	O=C(NCCCN1CCOCC1)C(=O)NCCc1ccccc1	-3%	/	-1.1%	1%	12%	6%	5%
50	Cc1ccc(-n2nnnc2SCC(=O)Nc2ccc3c(c2)COC3=O)cc1C	-5%	10%	1.8%	35%[activator][38.3 µM]	-1%[46.1 µM]	22%	-15%
51	NS(=O)(=O)c1ccc(NCc2c(F)cccc2Cl)cc1	0%	-2%	0.0%	-10%[38.3 µM]	-27%[46.1 µM]	-19%	-8%
52	O=C1c2ccccc2C(=O)N1CC#CCN1CCN(C2CCCCC2)CC1	0%	3%	-0.7%	11%[38.3 µM]	-19%[46.1 µM]	?	-4%
53	c1ccc(CNc2c3c(nc4ncnn24)CCC3)cc1	/	/	-1.9%	/	10%	-5%[9.22 µM]	14%
54	Cc1ccc(-n2ncc3c(NCCCN4CCCC4=O)ncnc32)c(C)c1	1%	5%	1.9%	-10%	8%	9%	-13%
55	CCC(C)NC(=O)c1[nH]c(C)c(C(=O)OC)c1C (configuration not stated)	-1%	0%	0.0%	-10%	-10%[46.1 µM]	2%	-12%
56	Cc1cccc(N2CCN(C(=O)CCn3c(=S)[nH]c4cc5c(cc4c3=O)OCO5)CC2C)c1 (configuration not stated)	0%	2%	0.1%	29%[38.3 µM]	-29%[46.1 µM]	-1%	6%
57	CC(OC(=O)COc1ccccc1[N+](=O)[O-])C(=O)Nc1ccc(N2CCOCC2)cc1 (configuration not stated)	-3%	/	0.2%	-3%	18%	10%	-6%
58	CCn1cc(C(=O)N2CCCC2)c(=O)c2cc(S(=O)(=O)N3CCOCC3)ccc21	1%	-2%	6.3%	5%[38.3 µM]	-5%[46.1 µM]	-10%	7%
59	CCc1cc2cccc(C)c2nc1SCC(=O)Nc1cc(C)on1	2%	6%	-2.9%	-22%	45%	-13%[9.22 µM]	7%
60	Cc1ccc(Cl)cc1NC(=O)COC(=O)Cn1cnc2c1c(=O)n(C)c(=O)n2C	-1%	-15%	-3.4%	7%	5%	2%	14%

Source: PubChem (National Center for Advancing Translational Sciences (NCATS))
